Screening data as filed in PubChem BioAssay.
OXTR potentiator – human OXTR potentiation | AID 2445 | P30559 | CHO-OTR cells, Fluo-8 calcium fluorescence, potentiator mode; 0% = oxytocin EC15, 100% = EC100 | 320,000 compounds, 0.061% hits | activation, % at 3 µM;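 active = activation above that plate's cutoff, the mean activation of tested compounds plus 3 SD, cut at about 6.6% in these data, passing the limit was not always enough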;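 also: 100% uses oxytocin at 75 nM as the full agonist control; some results filed as inactive read as strong as hits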
Target sequence (P30559 whole entry, looked up): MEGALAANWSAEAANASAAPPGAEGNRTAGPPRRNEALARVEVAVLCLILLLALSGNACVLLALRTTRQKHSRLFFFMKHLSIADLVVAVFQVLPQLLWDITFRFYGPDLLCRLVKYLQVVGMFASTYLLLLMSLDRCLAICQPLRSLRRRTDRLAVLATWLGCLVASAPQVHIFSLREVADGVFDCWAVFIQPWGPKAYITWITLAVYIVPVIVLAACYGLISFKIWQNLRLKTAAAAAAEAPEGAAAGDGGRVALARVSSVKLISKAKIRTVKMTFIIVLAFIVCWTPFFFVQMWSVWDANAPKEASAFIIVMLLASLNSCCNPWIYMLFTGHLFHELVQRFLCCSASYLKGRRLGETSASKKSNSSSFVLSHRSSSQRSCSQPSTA
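Measured by – Fluo-8 calcium dye fluorescence · Test system – human OTR in CHO cells · Dosing – one concentration, 3.0 µM compound · Controls – EC15 oxytocin alone as 0%, 75 nM oxytocin as 100% · Evaluation – normalized max/min fluorescence ratio, % activation · Timing – 6 min pre-incubation, 100 s read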
CHRM1 PAM – positive allosteric modulators of human M1 muscarinic receptor; P11229; CHO-K1 hM1, Fluo-8 calcium fluorescence, ACh EC20; 0% = ACh EC20, 100% = maximal ACh; activation, % at 3 µM; 360,000 compounds, 0.088% hits; in the data active = activation above about 19%, passing the limit was not always enough
CHO-K1 Ca antag – M1 antagonist counterscreen hit in parental CHO-K1 cells; ATP-induced calcium, Fluo-8 fluorescence; inhibition, % at 3 µM; 360,000 compounds, 0.6% hits;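 active = inhibition above a per-plate cutoff, the plate's mean sample inhibition plus 3 SD, cut at about 24% in these data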;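 also: 0% = DMSO plus EC80 ATP and 100% = DMSO alone without ATP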
M1 ag – activates human CHRM1 receptor; CHO-K1 hM1, Fluo-8 calcium fluorescence, agonist mode; 0% DMSO, 100% acetylcholine EC100; activation, % at 3 µM; AID 588814; 360,000 compounds, 0.33% hits; P11229;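 active = activation above the run's mean compound activation plus 3 SD, cut at about 16% in these data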;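 also: peak over basal fluorescence ratio within a 140 s kinetic read after compound addition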
CHO parental Ca – counter-screen: ATP calcium response change in parental CHO cells | 330,000 compounds, 0.63% hits | AID 463079 | inhibition, % at 5.6 µM | parental CHO-K1, ATP-induced calcium, Fluo-8 fluorescence;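 active = inhibition above that plate's mean sample inhibition plus 3 SD, cut at about 26% in these data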;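 also: 0% = ATP-challenged DMSO wells and 100% = DMSO wells without ATP; some compounds past the cut are filed as inactive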
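Test system: untransfected parental CHO cell line. Compound: one dose, 5.6 µM nominal. Detection: intracellular calcium via Fluo-8 no-wash fluorescent dye. Measure: % inhibition. Benchmarks: ATP-challenged DMSO wells low, unchallenged DMSO wells high.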
CHO-K1 Ca ag – nonselective activator or artifact in parental CHO-K1 cells; AID 602248; Fluo-8 calcium fluorescence; scaled to maximal ATP response, vehicle zero; 360,000 compounds, 0.48% hits; activation, % at 3 µM; in the data active = activation above about 15%;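 also: untransfected CHO-K1 host cells lacking M1 receptor as counterscreen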
M1 antag – antagonists of human M1 muscarinic receptor; CHO-K1 hM1, Fluo-8 calcium fluorescence, ACh EC80 antagonist; inhibition, % at 3 µM; 360,000 compounds, 1.3% hits;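 active = percent inhibition above its own plate's cutoff, namely the mean of that plate's compound wells plus 3 SD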;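 also: peak over basal fluorescence ratio during 140 s after agonist addition; 0% = ACh EC80 plus DMSO and 100% = DMSO alone without agonist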
M4 antag – CHRM4 antagonism in calcium assay | P08173 | CHO-hM4 cells, ACh EC80, Fluo-8 calcium fluorescence | inhibition, % at 3 µM | 360,000 compounds, 0.73% hits;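 active = inhibition above its plate's cutoff, the mean inhibition of sample wells plus 3 SD, cut at about 27% in these data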;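 also: 0% = acetylcholine EC80 with DMSO and 100% = DMSO without agonist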
Target sequence (P08173 whole entry, looked up): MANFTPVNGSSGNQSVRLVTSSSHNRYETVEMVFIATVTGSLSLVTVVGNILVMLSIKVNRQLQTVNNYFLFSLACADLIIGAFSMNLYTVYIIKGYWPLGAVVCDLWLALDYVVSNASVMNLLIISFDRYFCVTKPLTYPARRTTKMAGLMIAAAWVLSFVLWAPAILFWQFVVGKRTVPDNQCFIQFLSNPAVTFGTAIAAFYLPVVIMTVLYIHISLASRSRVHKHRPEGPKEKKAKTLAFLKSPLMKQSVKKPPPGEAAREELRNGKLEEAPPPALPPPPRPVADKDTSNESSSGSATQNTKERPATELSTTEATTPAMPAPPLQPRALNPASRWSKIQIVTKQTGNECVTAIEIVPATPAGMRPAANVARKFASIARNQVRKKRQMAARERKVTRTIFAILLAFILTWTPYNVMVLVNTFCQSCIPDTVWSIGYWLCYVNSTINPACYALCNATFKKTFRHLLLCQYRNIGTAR
CHRM4 agonist – agonists of human muscarinic M4 receptor (CHRM4); CHO-K1 hM4/Gqi5, Fluo-8 calcium fluorescence; vehicle 0%, full acetylcholine response 100%; activation, % at 3 µM; 360,000 compounds, 0.14% hits; AID 624127;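 active = activation above the run mean over all test wells plus 3 SD, cut at about 32% in these data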;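 also: peak over basal fluorescence ratio per well then scaled between controls; 0% = DMSO wells and 100% = acetylcholine at EC100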
* = called active by the depositor; nt = no result given.

Sample of the layout, 4 compounds:
item	Compound	OXTR potentiator	CHRM1 PAM	CHO-K1 Ca antag	M1 ag	CHO parental Ca	CHO-K1 Ca ag	M1 antag	M4 antag	CHRM4 agonist
1	CCCc1nc(N2CCCC2)c(C#N)c2c1CCCC2	-1.7	7.6	-3.4	-2.8	-10.1	0.4	-5.5	-12.0	-0.6
2	O=C(NCc1ccc(Cl)cc1)c1cc2ccccn2n1	-6.4	-7.9	-1.8	-2.4	-17.2	6.1	11.1	1.5	14.3
3	CCOP(=O)(c1ccccc1)C(O)c1ccc(F)cc1 (stereo not drawn)	2.3	11.9	-11.0	-4.3	-1.4	0.9	-11.5	5.5	0.9
4	CC(C)(C)OC(=O)N1CCC(c2c(C(=O)N3CCN(C4CCCCC4)CC3)cnn2-c2ccccc2)CC1	-1.1	16.1	-17.2	-3.4	-19.4	0.1	-12.2	1.9	0.8

All compounds of this part, previewed entries included:
item	Compound	OXTR potentiator	CHRM1 PAM	CHO-K1 Ca antag	M1 ag	CHO parental Ca	CHO-K1 Ca ag	M1 antag	M4 antag	CHRM4 agonist
1	CCCc1nc(N2CCCC2)c(C#N)c2c1CCCC2	-1.7	7.6	-3.4	-2.8	-10.1	0.4	-5.5	-12.0	-0.6
2	O=C(NCc1ccc(Cl)cc1)c1cc2ccccn2n1	-6.4	-7.9	-1.8	-2.4	-17.2	6.1	11.1	1.5	14.3
3	CCOP(=O)(c1ccccc1)C(O)c1ccc(F)cc1 (stereo not drawn)	2.3	11.9	-11.0	-4.3	-1.4	0.9	-11.5	5.5	0.9
4	CC(C)(C)OC(=O)N1CCC(c2c(C(=O)N3CCN(C4CCCCC4)CC3)cnn2-c2ccccc2)CC1	-1.1	16.1	-17.2	-3.4	-19.4	0.1	-12.2	1.9	0.8
5	COc1ccc(NC(=O)Cn2nnc(-c3ccccc3NS(=O)(=O)c3ccc(OC)cc3)n2)cc1	-12.9	2.7	-6.3	-3.0	38.8*	0.7	-0.4	4.0	2.0
6	CC(=O)c1cccc(NC(=O)N2CCC(c3nnc(SCC(N)=O)n3C)CC2)c1	-3.0	4.7	-6.3	-2.3	-5.2	-0.1	-9.7	-1.2	0.9
7	O=C(Nc1ccccc1N1CCOCC1)C1=COCCO1	4.9	2.4	7.0	-1.4	-6.2	0.3	-3.6	3.2	0.3
8	COc1ccccc1[C@@]1(C)ON(c2ccccc2C(F)(F)F)C1=O	-2.0	8.1	-16.8	-3.6	-2.5	0.0	-3.5	1.6	2.0
9	CCOc1ccc(C2CC=C(C(C)=O)CN2S(=O)(=O)c2ccc(C)cc2)cc1 (stereo not drawn)	nt	-9.1	-9.8	-3.7	nt	2.8	-4.1	1.6	4.4
10	CCCNc1nc(Cl)nc(NCc2cccnc2)n1	-6.8	3.7	-11.2	-6.8	-1.6	0.3	-0.3	-2.0	1.3
11	Cc1ccc(S(=O)(=O)N(C)CC(=O)OCC(=O)NC(c2ccccc2)c2ccccc2)cc1	-5.1	1.3	-6.0	-9.9	-19.0	2.3	-4.2	7.7	2.5
12	COc1ccc(C(=O)Nc2ccc3nc(N4CCCCC4)cc(C)c3c2)cc1OC	0.4	5.8	-10.2	-9.7	-12.5	0.7	-19.4	-10.7	1.6
13	COc1ccc(N2CCN(C(c3cccc(OC)c3OC)c3nnnn3C3CCCC3)CC2)cc1 (stereo not drawn)	-12.5	-1.4	-7.7	-6.3	3.2	-0.3	-17.7	-6.5	-0.1
14	CCOC(=O)C1(C)CCCN(C(=O)c2cccnc2)C1 (stereo not drawn)	nt	3.5	-4.4	-2.1	nt	0.6	-9.7	5.9	0.2
15	O=C(CSc1nnc(-c2n[nH]c3ccccc23)n1-c1ccccc1)Nc1cccc(Cl)c1	-13.5	1.4	1.9	-2.9	-16.8	1.4	-4.0	-1.9	3.0

Sorted by value in M1 ag (highest first): some entries from above.
nr	canonical_smiles	CHRM1 PAM	M1 ag	M1 antag	M4 antag	CHRM4 agonist
6	CC(=O)c1cccc(NC(=O)N2CCC(c3nnc(SCC(N)=O)n3C)CC2)c1	4.7	-2.3	-9.7	-1.2	0.9
1	CCCc1nc(N2CCCC2)c(C#N)c2c1CCCC2	7.6	-2.8	-5.5	-12.0	-0.6
3	CCOP(=O)(c1ccccc1)C(O)c1ccc(F)cc1 (stereo not drawn)	11.9	-4.3	-11.5	5.5	0.9

Additional structures
item	Compound	OXTR potentiator	CHRM1 PAM	CHO-K1 Ca antag	M1 ag	CHO parental Ca	CHO-K1 Ca ag	M1 antag	M4 antag	CHRM4 agonist
16	Cc1cccc(C(=O)NC2CC3CCCC(C2)N3S(=O)(=O)c2ccccc2)c1 (stereo not drawn)	-2.3	0.7	-4.7	-4.7	-26.1	3.7	-1.9	2.8	3.6
17	COc1ccccc1C(=O)NCC(=O)OCc1ccc(Br)cc1	-1.8	1.7	-6.9	-7.5	-5.9	0.7	1.4	-1.0	1.1
18	CCCCCNC1=CC(=O)CC(c2ccccc2)C1 (stereo not drawn)	-11.9	-1.6	1.0	-5.5	-9.5	-0.1	-27.3	4.3	-1.3
19	C/C(=N\NC(=O)c1nnn(-c2nonc2N)c1-c1cccs1)c1ccc(C)cc1	-1.9	1.9	-3.6	7.1	-8.9	6.3	-0.2	-1.9	3.8
20	Cc1noc(C)c1S(=O)(=O)N(C)C[C@H]1OCCCC[C@@H](C)Oc2ccc(NS(=O)(=O)c3cn(C)cn3)cc2C(=O)N([C@H](C)CO)C[C@@H]1C	nt	-1.9	-8.0	-2.6	nt	0.6	-6.9	6.0	0.6
21	CCOc1ccccc1C=NNC(=O)C(=O)NN=Cc1ccccc1OCC	nt	2.5	-0.2	1.0	nt	0.7	-3.0	-6.1	6.0
22	COCC(=O)NCc1ccc2c(c1)cc(C)n2C	-2.6	13.5	9.5	-8.5	0.0	-0.3	-13.7	1.8	1.1
23	COc1ccccc1OCc1ccc(C(=O)NN)o1	-5.0	9.8	-5.2	-1.2	-28.2	1.8	-17.6	4.0	4.6
24	Cc1cccc(NC(=S)N(Cc2ccco2)C(C)c2cccs2)c1 (stereo not drawn)	-8.5	1.7	-9.9	-3.4	-5.2	1.2	-2.7	-9.8	0.2
25	Cc1ccc(NC(=O)CC2Nc3ccccc3NC2=O)cc1Cl (stereo not drawn)	nt	9.0	-3.5	-0.6	nt	0.3	-2.1	12.7	0.7
26	COc1ccc(-c2csc(NC(=O)CC(C)C)n2)cc1	1.1	5.7	8.2	-2.7	-21.5	2.5	-32.4	-10.6	6.7
27	Cc1onc(-c2ccccc2Cl)c1C(=O)NCc1cccs1	-0.1	-1.8	0.0	-3.1	-10.4	0.2	2.9	15.2	-0.1
28	COc1ccc(CCC(=O)NC2CCCc3ccccc32)cc1OC (stereo not drawn)	-4.9	21.8	-11.3	-0.8	-8.4	0.6	-18.8	2.3	2.3
29	COc1ccc(NC(=O)CSc2nnc(C3CC3)n2C)cc1S(=O)(=O)N1CCOCC1	-2.8	9.8	7.0	3.1	-6.6	0.2	-8.3	4.3	0.2
30	O=C(NC1CC1)C1=COCCO1	-3.9	1.9	19.2	-1.4	11.5	-0.1	5.0	-2.8	-0.1

Three entries from above, screen by screen:
(25) Cc1ccc(NC(=O)CC2Nc3ccccc3NC2=O)cc1Cl (stereo not drawn)
(24) Cc1cccc(NC(=S)N(Cc2ccco2)C(C)c2cccs2)c1 (stereo not drawn)
(30) O=C(NC1CC1)C1=COCCO1

assay / entry | 25 | 24 | 30
OXTR potentiator | nt | -8.5 | -3.9
CHRM1 PAM | 9.0 | 1.7 | 1.9
CHO-K1 Ca antag | -3.5 | -9.9 | 19.2
M1 ag | -0.6 | -3.4 | -1.4
CHO parental Ca | nt | -5.2 | 11.5
CHO-K1 Ca ag | 0.3 | 1.2 | -0.1
M1 antag | -2.1 | -2.7 | 5.0
M4 antag | 12.7 | -9.8 | -2.8
CHRM4 agonist | 0.7 | 0.2 | -0.1

(list continues)
item	Compound	OXTR potentiator	CHRM1 PAM	CHO-K1 Ca antag	M1 ag	CHO parental Ca	CHO-K1 Ca ag	M1 antag	M4 antag	CHRM4 agonist
31	COc1ccc(CCNC(=O)c2ccc(-c3ccc([N+](=O)[O-])cc3Cl)o2)cc1	-5.4	-5.3	-13.5	-4.3	-14.3	2.4	0.5	-7.3	11.7
32	CC(=O)Nc1cc(-c2ccc(C(=O)NC3CC3)cc2)cn2c(-c3cccc(C(F)(F)F)c3)cnc12	nt	-3.9	11.1	-2.6	nt	2.9	4.6	5.1	7.8
33	Cc1cc(=O)oc(C)c1C(=O)NCCc1ccccc1	-5.2	12.4	-3.2	-1.6	-11.9	0.2	-18.3	2.9	1.1
34	O=C(NC1CCN(Cc2ccccc2)CC1)c1ccc(Cl)cc1Cl	-14.0	4.6	-8.9	-8.5	-7.5	0.4	-12.1	4.5	0.7
35	CN(CC(=O)NCc1ccc(F)cc1)S(=O)(=O)c1ccc2c(c1)n(C)c(=O)c(=O)n2C	3.6	1.9	-1.5	-2.2	-10.6	3.9	-2.2	2.0	1.4
36	CC1CCN(C(=S)c2cn(Cc3ccc(F)cc3)c3ccccc23)CC1	-11.4	-0.4	10.9	-2.0	-8.1	-0.4	3.3	8.9	-1.1
37	COc1cccc(C(=O)N/N=C2\SCC(=O)N2Cc2ccc3c(c2)OCO3)c1	-3.6	14.7	-12.6	-4.5	-3.5	1.5	-9.6	-2.0	1.0
38	COc1ccc2oc(C(=O)N(CC(C)C)C3CCS(=O)(=O)C3)c(C)c2c1 (stereo not drawn)	-4.8	5.7	-5.3	-4.0	-14.6	0.9	-6.2	-0.1	2.9
39	COc1ccc2c(c1)OC(c1ccccc1)(C(F)(F)F)NC2=O (stereo not drawn)	-0.3	4.6	7.4	-9.0	-9.4	-0.3	-6.6	-12.4	-2.5
40	COC(=O)c1ccccc1NC(=O)Cn1cc(Br)cn1	-5.2	1.4	-0.2	-3.5	-20.4	-0.1	-0.7	-1.2	-0.7
41	Clc1ncnc2scc(C3COc4ccccc4O3)c12 (stereo not drawn)	-0.1	-0.8	-4.4	-3.3	-15.9	0.9	1.3	-1.3	0.2
42	CCCN(Cc1ccco1)S(=O)(=O)c1ccc(OC)c(OC)c1	-1.4	4.6	2.3	-2.1	-13.7	0.0	-6.5	8.7	1.2
43	Cc1c(C)c2c(OCC(=O)N3CCC(C(=O)NCC(C)C)CC3)cc3c(c2oc1=O)CCC(C)(C)O3	-1.6	15.7	-5.7	-1.6	-12.1	-0.1	-7.8	-11.3	1.4
44	COc1ccc(CC(=O)Oc2cc(C)[nH]c(=O)c2[N+](=O)[O-])cc1	3.2	4.7	6.7	-4.3	-1.3	-0.4	0.4	-1.3	0.8
45	COc1ccc(C2CC(c3ccccc3)=NN2C(=O)COC(=O)c2cc(S(=O)(=O)N3CCOCC3)ccc2Cl)cc1 (stereo not drawn)	-2.5	-3.2	-7.9	-1.5	0.5	0.7	-2.2	2.7	0.7
46	CCn1ncc(/C=N\NC(=O)c2csc3ccccc23)c1C	1.4	5.4	0.4	-2.1	-10.1	1.2	-10.4	2.6	4.3
47	Nc1ccc2c(c1)CCC2=O	-7.4	5.0	-49.5	-2.0	-4.1	1.3	-3.6	2.1	1.7
48	Cc1ccc(NC(=O)c2cc(NC(=O)c3ccccc3C(=O)O)ccc2N2CCCCC2)cc1	-13.0	7.8	-14.6	-5.5	-23.7	0.9	0.9	-1.2	-1.1
